Source: PubChem
LYPLA2 inh: LYPLA2 inhibitors, primary screen, counter-screen for PME1 inhibitor project, biochemical, fluorescence polarization, FP-Rh probe ABPP. inhibition, % at 5.9 µM. Acyl-protein thioesterase 2 (Homo sapiens), O95372. recombinant LYPLA2. 320,000 tested, 0.38% active;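 active = inhibition above the screen-wide mean plus 3 SD, limit set per campaign, cut at about 26% in these data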;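 note: 0% = LYPLA2 with DMSO and 100% = wells lacking LYPLA2 enzyme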
PAFAH1B3 FP inh: PAFAH1B3 enzyme inhibitors, primary screen, biochemical, fluorescence polarization, human. Platelet-activating factor acetylhydrolase IB subunit alpha1 (Homo sapiens), Q15102. recombinant PAFAH1B3, FP-rhodamine probe. inhibition, % at 3.39 µM. 340,000 tested, 0.28% active;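 active = inhibition above the screen-wide average of all tested compounds plus 3 SD, cut at about 25% in these data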;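 note: 0% = enzyme with DMSO only and 100% = wells lacking PAFAH1B3 protein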
Target sequence (Q15102 whole entry, looked up): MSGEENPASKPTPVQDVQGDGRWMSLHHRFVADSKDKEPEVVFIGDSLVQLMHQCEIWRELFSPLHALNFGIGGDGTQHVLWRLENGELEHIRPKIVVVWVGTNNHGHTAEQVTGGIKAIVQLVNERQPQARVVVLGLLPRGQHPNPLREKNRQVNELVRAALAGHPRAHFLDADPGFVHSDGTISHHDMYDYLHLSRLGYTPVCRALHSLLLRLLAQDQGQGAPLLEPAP
EBNA-1 inhibitor: EBNA-1 DNA-binding inhibitors, primary screen, biochemical, fluorescence polarization | 300,000 tested, 0.34% active | AID 1950, 2009 | inhibition, % at 14.8 µM; in the data active = inhibition above about 28%
PAFAH2 FP inh: PAFAH2 enzyme inhibitors, primary screen, biochemical, fluorescence polarization, human | Platelet-activating factor acetylhydrolase 2, cytoplasmic (Homo sapiens), Q99487 | recombinant PAFAH2, FP-rhodamine activity probe | inhibition, % at 3.39 µM | 340,000 tested, 0.99% active;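 active = inhibition above the mean over all tested compounds plus 3 SD, cut at about 30% in these data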;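 note: inhibitors block probe labeling of enzyme so polarization drops; 0% = enzyme with DMSO and 100% = wells lacking PAFAH2 protein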
pPAFAH inh: pPAFAH enzyme inhibitors, primary screen, biochemical, fluorescence polarization, human | recombinant pPAFAH, FP-rhodamine probe fluorescence polarization | 330,000 tested, 1.5% active | inhibition, % at 3.39 µM;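 active = inhibition above the mean inhibition across the screen plus 3 SD, cut at about 25% in these data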;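 note: inhibitors block binding of the rhodamine activity-based probe so polarization drops; 0% = enzyme with DMSO and 100% = wells lacking pPAFAH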
Target sequence (Q13093 whole entry, looked up): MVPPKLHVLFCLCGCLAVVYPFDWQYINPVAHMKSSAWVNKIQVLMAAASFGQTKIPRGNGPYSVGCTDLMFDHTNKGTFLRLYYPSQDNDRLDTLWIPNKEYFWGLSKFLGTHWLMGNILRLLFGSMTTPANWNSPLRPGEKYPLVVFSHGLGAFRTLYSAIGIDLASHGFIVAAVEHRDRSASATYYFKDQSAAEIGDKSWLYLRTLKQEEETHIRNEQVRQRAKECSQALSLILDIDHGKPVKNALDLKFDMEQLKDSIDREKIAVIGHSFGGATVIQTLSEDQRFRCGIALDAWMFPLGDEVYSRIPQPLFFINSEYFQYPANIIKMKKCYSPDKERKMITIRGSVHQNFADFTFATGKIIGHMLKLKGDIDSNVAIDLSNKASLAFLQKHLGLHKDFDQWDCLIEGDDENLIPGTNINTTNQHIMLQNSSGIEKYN
ZTA counter: blocks Epstein-Barr virus ZTA, an EBNA-1 counter-screen; AID 2234; ZTA-DNA binding, fluorescence polarization; P03206; 320,000 tested, 0.15% active; inhibition, % at 11 µM; in the data active = inhibition above about 33%
PAFAH1B2 FP inh: PAFAH1B2 enzyme inhibitors, primary screen, biochemical, fluorescence polarization, human | Platelet-activating factor acetylhydrolase IB subunit alpha2 (Homo sapiens), P68402 | recombinant PAFAH1B2, FP-rhodamine activity probe | 340,000 tested, 1.2% active | inhibition, % at 3.39 µM;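 active = inhibition above the mean of all tested compounds plus 3 SD, cut at about 24% in these data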;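 note: 0% = enzyme with DMSO and 100% = wells lacking PAFAH1B2; many of its hits are not listed in these tables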
Target sequence (P68402 whole entry, looked up): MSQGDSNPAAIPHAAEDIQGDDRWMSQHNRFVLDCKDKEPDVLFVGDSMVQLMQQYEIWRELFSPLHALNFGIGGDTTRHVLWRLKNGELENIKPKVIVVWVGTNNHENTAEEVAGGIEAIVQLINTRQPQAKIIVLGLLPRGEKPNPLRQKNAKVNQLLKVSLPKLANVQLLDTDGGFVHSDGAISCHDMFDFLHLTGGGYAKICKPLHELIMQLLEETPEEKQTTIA
LYPLA1 counter: LYPLA1 inhibitors, primary screen, counter-screen for PME1 inhibitor project, biochemical, fluorescence polarization, FP-Rh probe ABPP. Acyl-protein thioesterase 1 (Homo sapiens), O75608. recombinant LYPLA1. inhibition, % at 5.9 µM. 320,000 tested, 0.16% active. AID 2174, 2009;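 active = inhibition above the mean of all tested compounds plus 3 SD, set per campaign, cut at about 14% in these data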;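 note: inhibitors block serine hydrolase probe labeling of LYPLA1 so polarization falls; 0% = enzyme with DMSO and 100% = wells lacking LYPLA1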
PREPL inhibitor: PREPL enzyme inhibitors, primary screen, biochemical, fluorescence polarization; Prolyl endopeptidase-like (Homo sapiens), Q4J6C6; 320,000 tested, 0.68% active; inhibition, % at 5.96 µM; recombinant PREPL, fluorescence polarization activity-based probe; AID 2751, 2010; in the data active = inhibition above about 43%;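 note: 0% = enzyme with DMSO and 100% = wells lacking enzyme; many of its hits are not listed in these tables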
Active calls of the source: *; / = no result given. This is a subset; rates above refer to the full screens.

SMILES	LYPLA2 inh	PAFAH1B3 FP inh	EBNA-1 inhibitor	PAFAH2 FP inh	pPAFAH inh	ZTA counter	PAFAH1B2 FP inh	LYPLA1 counter	PREPL inhibitor
O=C(Nc1ncn[nH]1)c1ccc(S(=O)(=O)N2CCOCC2)cc1	5	-1	3	0	2	-4	-2	-2	8
CC(C)C[C@H](NC(=O)c1[nH]cnc1C(=O)N[C@H](C)c1ccccc1)C(=O)OC(C)(C)C	7	4	5	1	8	-4	-5	-1	-7
CCOC(=O)c1ccccc1Nc1cc(C)nc2nc(C)nn12	0	3	6	1	0	-5	6	-3	0
CCCC1(c2ccccc2)NC(=O)N(CC(=O)Nc2ccc3c(c2)OCCO3)C1=O (stereo not given)	/	5	/	2	3	/	-6	/	6
NS(=O)(=O)c1cnccc1NCCc1ccccc1	-3	/	12	/	-1	0	/	3	-4
CC(C)c1ccccc1NC(=S)NC(=O)C1CCCCC1	/	3	/	7	-3	/	4	/	2
O=C(NCCCCNC(=O)c1c(F)c(F)c(F)c(F)c1F)c1c(F)c(F)c(F)c(F)c1F	-3	8	1	-10	4	7	3	-1	3
CCN(CC)CCCN(Cc1cc2cc3c(cc2[nH]c1=O)OCO3)C(=S)Nc1ccccc1	-9	13	-10	4	-2	-9	8	-5	8
Fc1ccc(C(CCCn2nnc(-c3cccnc3)n2)c2ccc(F)cc2)cc1	-2	6	-10	-2	3	1	5	-2	-18
CCOc1cc(C(=O)OCC(=O)c2c[nH]c3ccccc23)ccc1OCC(=O)N1CCOCC1	5	5	4	45*	5	-4	-1	2	-2
CSc1cccc(NC(=O)Nc2ccccc2)c1	-5	2	-7	-2	-2	19	-1	-12	9
Cc1cc(=O)oc2cc(NC(=O)COc3ccccc3[N+](=O)[O-])ccc12	11	-8	/	-2	-3	-11	-1	1	16
CN(Cc1ccc(Cl)c(Cl)c1)C(=O)c1cccc(S(=O)(=O)N2CCN(Cc3ccccc3)CC2)c1	0	2	/	-2	1	16	5	-2	41
CC(=O)c1ccccc1NS(=O)(=O)c1cccc2nonc12	1	-2	-1	-2	-2	-2	2	-1	0
COc1ccc(-c2[nH]ncc2/C=N\NS(=O)(=O)c2ccc(Cl)cc2)cc1	9	6	-5	4	3	-12	3	2	-5
COc1ccc(NC(=S)N2CCN(S(C)(=O)=O)CC2)cc1OC	3	-1	0	4	-1	-11	5	1	8
CCOc1cc(C(=O)N(C)CC(=O)Nc2cccc(F)c2)ccc1OCC(=O)N1CCCCC1	6	8	-3	3	0	0	-2	4	8
O=C(Cn1cccc1C(=O)c1ccccc1)NCCCN1CCc2ccccc2C1	-1	0	6	1	1	1	6	-3	7
Cc1ccc(S(=O)(=O)N2CCCCC2)cc1C(=O)NCCc1ccccc1	-9	5	8	-4	1	-5	18	-2	0
CCn1c(=N)n(CC(=O)c2ccc(Cl)c(Cl)c2)c2ccccc21	-4	12	-9	-1	6	1	-3	-4	39

PAFAH2 FP inh, what is marked active above.
| structure | PAFAH1B3 FP inh | EBNA-1 inhibitor | PAFAH2 FP inh | pPAFAH inh | PAFAH1B2 FP inh | PREPL inhibitor |
| --- | --- | --- | --- | --- | --- | --- |
| CCOc1cc(C(=O)OCC(=O)c2c[nH]c3ccccc23)ccc1OCC(=O)N1CCOCC1 | 5 | 4 | 45* | 5 | -1 | -2 |

The listing picks up; the three compounds before the break are reprinted first.
SMILES	LYPLA2 inh	PAFAH1B3 FP inh	EBNA-1 inhibitor	PAFAH2 FP inh	pPAFAH inh	ZTA counter	PAFAH1B2 FP inh	LYPLA1 counter	PREPL inhibitor
O=C(Cn1cccc1C(=O)c1ccccc1)NCCCN1CCc2ccccc2C1	-1	0	6	1	1	1	6	-3	7
Cc1ccc(S(=O)(=O)N2CCCCC2)cc1C(=O)NCCc1ccccc1	-9	5	8	-4	1	-5	18	-2	0
CCn1c(=N)n(CC(=O)c2ccc(Cl)c(Cl)c2)c2ccccc21	-4	12	-9	-1	6	1	-3	-4	39
CCC1(CC)Cc2ccccc2-c2nc(CN(C)C)[nH]c(=O)c21	-5	0	2	2	4	2	3	0	4
Cc1cc(C)n(-c2nc(SCC(=O)O)c3c4c(sc3n2)COC(C)(C)C4)n1	-6	4	2	2	-1	15	6	-1	-7
COc1ccc(N(C(=O)c2ccco2)S(=O)(=O)c2cc(OC)ccc2OC)cc1	0	4	-3	5	5	1	-1	4	9
Cc1ccc(N=Nc2cc(C)ccc2N)cc1	0	7	-3	5	9	14	2	3	17
O=C(Nc1nc(-c2ccc(F)c(F)c2)cs1)c1cnccn1	-3	-1	-6	-1	2	-1	1	-1	0
Cc1nnsc1NC(=O)OCc1ccc(C(C)(C)C)cc1	-3	3	13	5	3	-8	6	-3	1
COc1cccc2cc(C(=O)NC3CC4CCC3C4)oc12 (stereo not given)	-4	6	-1	2	1	-21	1	-2	-4
COCCSc1nnc(NC(=O)CSCc2ccccc2)s1	2	6	14	3	1	6	1	0	-2
Cc1cc(C)cc(NC(=O)CN2CCN(c3ccccn3)CC2)c1	0	1	-10	2	-1	6	3	-3	0
Cc1[nH]nc2c1C(CCc1ccccc1)C(C#N)=C(N)O2 (stereo not given)	2	9	2	6	1	-9	5	0	2
O=C(Cn1cc2c(n1)CCCCC2)NCc1ccccn1	6	-1	6	8	3	3	11	3	0
CCc1ccccc1NC1=NCC(=O)N1C1CCCC1	3	5	-3	0	-7	1	3	-3	0
O=C(Nc1ccc(NC(=O)c2sc3ccccc3c2Cl)cc1)c1ccco1	-13	5	11	3	-3	1	1	-1	5
Cc1cccc(N2CCN(S(=O)(=O)c3ccc4c(c3)C(C)(C)C(=O)N4C)CC2)c1C	3	-2	2	14	19	-2	0	-5	-30
CC(=O)N1CCN(c2nc(C)nc3sc4c(c23)CCC(C)C4)CC1 (stereo not given)	-3	-8	1	30*	3	2	1	1	0
Cc1cc(S(=O)(=O)N2CCOCC2)ccc1OCC(=O)NCCN1CCOCC1	-2	9	11	-1	2	3	2	4	2
Cc1sc2nc(SCC(=O)c3cccs3)n(Cc3ccco3)c(=O)c2c1C	-5	-11	-8	-17	-6	2	-2	-2	6
CC1(C)Cc2c(sc3nnn(CC(=O)Nc4ccccc4)c(=O)c23)CO1	28*	4	1	2	2	-1	-6	-1	2
Cc1c(C)c2ccc(OC(C)C(=O)NCCc3c[nH]c4ccccc34)cc2oc1=O (stereo not given)	7	2	14	-2	0	7	1	-1	-8
CC(C)(C)NC(=O)C(c1ccc(Cl)cc1)N(Cc1ccco1)C(=O)CCl (stereo not given)	10	4	-3	3	4	-9	10	2	-8
Cc1cc(S(=O)(=O)NCc2ccncc2)c(C)cc1Br	1	-4	-2	3	-2	6	2	-1	-9
COc1cc(NC(=O)CN2c3ccccc3CC2C)cc(OC)c1OC (stereo not given)	-2	6	1	4	2	9	3	1	3
C/C(=N\N=C1\NC(=O)C(CC(=O)NCc2ccccc2)S1)C(C)C (stereo not given)	-8	-1	4	-5	13	-19	6	-8	-1
CC(=O)Oc1ccc(/C(C)=N\N2CCN(Cc3ccc(Cl)cc3)CC2)cc1	-1	9	2	3	1	1	3	-3	13
O=C(c1ccc(S(=O)(=O)N2CCCC2)cc1)N1CCCC(C(F)(F)F)C1 (stereo not given)	-1	1	7	9	1	-4	-3	1	-6
Cc1cccc(NC(=O)Nc2nnc(-c3ccccc3)o2)c1	0	11	8	-3	-3	6	1	-3	8
Cc1cc(/C=C(\C#N)C(=O)NCc2cccs2)c(C)[nH]1	-1	11	1	8	-3	8	9	-2	-4
COc1ccc(NC(=O)C/C(C)=N/NC(=O)c2ccncc2)c([N+](=O)[O-])c1	10	9	-13	7	0	0	6	-1	-1
NC(=S)N/N=C/c1ccc(C(F)(F)F)cc1	2	-1	7	0	4	-4	0	-1	-6
Cc1cccc(CNC(=O)CC2C(=O)NCCN2C2CCCC2)c1 (stereo not given)	7	3	5	-1	-2	-4	5	3	12

A different layout for part of the listing above.
The line under a structure holds: LYPLA2 inh, PAFAH1B3 FP inh, EBNA-1 inhibitor, PAFAH2 FP inh, pPAFAH inh, ZTA counter, PAFAH1B2 FP inh, LYPLA1 counter, PREPL inhibitor
O=C(Cn1cccc1C(=O)c1ccccc1)NCCCN1CCc2ccccc2C1
→ -1, 0, 6, 1, 1, 1, 6, -3, 7
Cc1ccc(S(=O)(=O)N2CCCCC2)cc1C(=O)NCCc1ccccc1
→ -9, 5, 8, -4, 1, -5, 18, -2, 0
CCn1c(=N)n(CC(=O)c2ccc(Cl)c(Cl)c2)c2ccccc21
→ -4, 12, -9, -1, 6, 1, -3, -4, 39
CCC1(CC)Cc2ccccc2-c2nc(CN(C)C)[nH]c(=O)c21
→ -5, 0, 2, 2, 4, 2, 3, 0, 4

The listing continues.
SMILES	LYPLA2 inh	PAFAH1B3 FP inh	EBNA-1 inhibitor	PAFAH2 FP inh	pPAFAH inh	ZTA counter	PAFAH1B2 FP inh	LYPLA1 counter	PREPL inhibitor
CCOC(=O)c1cnn(-c2ncnc3c2cnn3Cc2ccccc2)c1N	2	/	-6	/	2	-22	/	-6	12
CCOC(CNC(=O)CCc1c(C)nc2nc(C)nn2c1C)OCC	7	-1	3	-12	3	-2	3	0	2
COc1ccc(C(=O)N=C2SC3CS(=O)(=O)CC3N2Cc2ccccc2)cc1OC (stereo not given)	2	13	2	5	4	7	0	-5	-11
CC(C)(C)OC(=O)Nc1ncnc2c1ncn2C1OC(CO)C2OC(C)(C)OC21 (stereo not given)	-3	-3	-1	-2	0	-7	8	1	14
COc1cccc(Nc2nc(N)nc(C(F)(F)F)n2)c1	3	5	6	-7	0	-14	1	0	9
COc1ccc(Oc2nccc(-c3ccccc3)c2C#N)cc1	5	7	-7	-6	11	-8	-3	-2	3
O=C1CCN(S(=O)(=O)c2ccccc2)CCN1CCOCc1ccc(C(F)(F)F)cc1	2	3	11	1	17	-19	9	2	8
CCCN1C(=O)SC(CC(=O)Nc2ccccc2C)C1=O (stereo not given)	0	9	11	0	3	9	-2	-2	0
Cc1cc(Nc2ccccc2)nc(NCc2ccccc2)n1	2	6	1	2	1	2	-4	-4	-6
CCN(C(=O)C1CCCN(c2nc(-c3ccc(OC)cc3)no2)C1)c1ccc(OC)cc1 (stereo not given)	2	4	-15	1	-4	6	1	0	0
CCCc1c(C)nc(N2CCN(c3cccc(OC)c3)CC2)[nH]c1=O	10	9	0	8	-2	-13	1	2	13
